# Screens deposited in PubChem BioAssay by Sanford-Burnham Center for Chemical Genomics.
# H9c2 TAG inh – reduces triacylglycerol accumulation in H9c2 cells; Nile Red lipid (TAG) fluorescence; cells loaded with 200 µM oleic acid; inhibition, % at 12.5 µM; 0.66% of 230,000 active; AID 651582;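 active = pattern-corrected inhibition of lipid staining of at least 50% with the nuclear-stain viability signal not falling by more than 50%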;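 also: 0% = DMSO wells and 100% = triacsin C control wells; some results filed as inactive read as strong as hits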
# H9c2 TAG inh DAPI viability – further read-out of H9c2 TAG inh, marked with its call; DAPI nuclei signal change (viability), lower = more cytotoxic, %;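 whole-well DAPI fluorescence read on a plate reader as a viability signal; minus 50 percent equals half of cells still viable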
# Active calls of the source: *.
# Under each structure – H9c2 TAG inh	H9c2 TAG inh DAPI viability
> COc1cc(/C=C/C(=O)N(C)c2ccccc2C(=O)O)cc(OC)c1OC
 : 0.4	-3.4
> Cn1c(=O)c2[nH]c(CNCc3ccccc3Cl)nc2n(C)c1=O
 : -0.4	-6.7
> CCC1(c2ccc(F)cc2)NC(=O)N(CC(=O)N2CC(=O)Nc3ccccc32)C1=O (stereo not given)
 : 1.5	-0.9
> CCOC(=O)c1[nH]c2ccccc2c1NC(=S)Nc1cc(C)ccc1C
 : 3.2	-16.4
> COc1cc(CC(=O)O)ccc1OCc1ccccc1
 : 2.8	2.6
> COc1ccc(C(=O)NC(=C(Cl)Cl)S(=O)(=O)c2ccc(C)cc2)cc1
 : -3.8	4.5
> Cc1cccc(Nc2ccccc2C(=O)NCc2ccco2)c1C
 : -6.6	-6.6
> COc1ccc(NS(=O)(=O)c2ccc3c(c2)NC(=O)CO3)cc1
 : -31.7	9.2
> CC1(C)CN(Cc2ccccc2)C(=O)[C@H]1CC(=O)Nc1ccccc1
 : 6.9	-14.4
> COc1cc(NC(=O)CSc2ccc3c(c2)OCCO3)cc(OC)c1OC
 : 2.5	-16.9
> CC(C)c1ccc(CC(=O)N2CCC2(C)C(=O)NCC(C)(C)C)cc1 (stereo not given)
 : 7.2	11.0
> O=C(CN1CCN(S(=O)(=O)/C=C/c2ccccc2)CC1)Nc1ccccc1N1CCOCC1
 : -0.2	8.1
> C/C(=N/NC(=O)c1ccc(Br)o1)c1cccc(NC(=O)c2ccc(F)cc2)c1
 : 14.2	-3.3
> Cc1c(Cl)cccc1NC(=O)CC1NCCNC1=O (stereo not given)
 : -14.0	-2.0
> CC(C)(C)SCCNC(=O)c1ccc(Cl)c(S(=O)(=O)N2CCOCC2)c1
 : 1.9	7.5
> O=[N+]([O-])c1ccc(O)c(/C=N/Nc2nn[nH]n2)c1
 : 4.9	2.1
> CCc1nc(N2CCC3(CC2)OCCO3)c2nnn(Cc3ccccc3Cl)c2n1
 : 9.2	5.8
> COc1ccc(Cn2nnnc2CN2CCc3ccccc3C2)cc1
 : -6.3	3.8
> CC(OC(=O)Nc1ccccc1)C(=O)OC1CCCCC1 (stereo not given)
 : -12.6	-1.2
> C[C@@H]1CN([C@@H](C)CO)C(=O)CCCn2cc(nn2)CO[C@H]1CN(C)S(=O)(=O)c1ccc2ccccc2c1
 : 3.9	-4.7
> COc1ccc(NS(=O)(=O)c2cccc(C(=O)N3CCN(c4ccccc4O)CC3)c2)cc1
 : 2.6	-4.2
> COCCn1c(-c2ccccc2Cl)nc2c(c(=O)c3ccccc3n2C)c1=O
 : -3.2	-1.0
> Cc1ccc2nc(NC(=O)COC(=O)c3ccncc3)sc2c1
 : -17.3	2.1
> Cc1cccc(N2CCN(C(=O)C3CCCN(S(=O)(=O)c4c(C)noc4C)C3)CC2)c1C (stereo not given)
 : 13.0	-8.8
> CC1=C(C(=O)OCCCCCl)C(c2cc3c(cc2Br)OCO3)NC(=O)N1 (stereo not given)
 : -4.7	13.9
> O=c1[nH]c(-c2ccccc2)nc(CN2CCCCC2)c1O
 : 4.9	8.3
> CCCn1c(C)cc(=O)c2cc(NC(=O)c3cnccn3)ccc21
 : 8.3	5.5
> Cn1cccc1C(=O)OCC(=O)N1CCN(c2ccccc2)CC1
 : 3.0	-0.4
> CC(C)c1cc(C(=O)N(C)C2CCCN(Cc3ccccc3F)C2)n(C)n1 (stereo not given)
 : 5.3	-3.2
> CCn1c(SCC#N)nc2ccccc2c1=O
 : 6.9	-5.1
> CSC1=NC2(CC(c3ccccc3)Oc3cc(O)ccc32)CC(C)(C)N1 (stereo not given)
 : 20.1	-7.6
> CC1(C)CC(=O)C=C(c2ccc(-c3ccccc3)cc2)C1
 : -3.2	-3.6
> CC(C)C1C(=O)N(Cc2cn(CCC3OCCO3)nn2)CCS(=O)(=O)N1Cc1ccc(-c2ccccc2)cc1 (stereo not given)
 : 3.1	-2.1
> Cc1ccc(CN2C(=O)CCC2C(=O)NCc2ccco2)cc1 (stereo not given)
 : 2.1	-2.9
> CC(=O)Nc1ccc(S(=O)(=O)Nc2cccc(-c3cn4cccnc4n3)c2)cc1
 : 4.5	6.0
> O=C(Cn1ncc(N2CCOCC2)c(Br)c1=O)c1ccc(Cl)cc1
 : 1.8	-6.9
> COc1cccc(C(=O)NC2(C(F)(F)F)N=C3SCCN3C2=O)c1 (stereo not given)
 : -18.2	16.6
> CC1(C)CC(=O)C2=C(C1)OC(N)=C(C#N)C21C(=O)N(Cc2ccccc2Cl)c2ccccc21 (stereo not given)
 : 5.9	-1.7
> CCN(Cc1ccccc1)C(=O)CSc1nncn1C
 : -2.7	2.2
> CSCCC1NC(=O)N(CC(=O)Nc2ccc(Cl)c(S(=O)(=O)N3CCOCC3)c2)C1=O (stereo not given)
 : -15.1	2.0
> Cc1nc(NC(=O)c2ccc([N+](=O)[O-])cc2Cl)sc1C(=O)N(C)C
 : -5.5	3.1
> CCCn1c(NC(=O)C2CCN(S(=O)(=O)c3cccs3)CC2)nc2ccccc21
 : 17.6	-1.9
> CCNc1nc(NC(C)C)nc(OCCNS(=O)(=O)c2cc(C)ccc2C)n1
 : -11.2	-3.8
> C=C1C2(C(=O)NCc3ccco3)CCC(C2)C1(C)C (stereo not given)
 : -7.2	1.7
> C[C@@H]1CN([C@@H](C)CO)C(=O)c2cc(NC(=O)Nc3ccc4c(c3)OCO4)ccc2O[C@H]1CN(C)S(=O)(=O)c1cn(C)cn1
 : 7.5	4.9
> CNc1cncc(-c2ccc(O)cc2C)n1
 : 8.6	-8.0
> Cc1ccc(NC(=O)c2cc([N+](=O)[O-])ccc2NCc2cccnc2)cc1Cl
 : 67.8*	-3.3*
> COc1ccccc1CCc1nnc(N)s1
 : 4.4	-9.2
> O=C(Cn1ccc2ccccc2c1=O)NCCC(=O)N1CCN(c2cccc(C(F)(F)F)c2)CC1
 : 9.2	-19.4
> Cc1ccccc1Oc1ccc2c(c1)[C@@H]1C[C@H](N(C)C(=O)NC3CCCCC3)[C@H]([C@H](C)O)C(=O)N1CC2
 : 3.2	0.4
> Cc1cccc(NC2=C/C(=N/S(=O)(=O)c3cccs3)c3ccccc3C2=O)c1
 : 90.5	-55.0
> COc1ccc(C(=O)Nc2ncccc2C)cc1S(=O)(=O)N1CCCc2ccccc21
 : 5.2	-1.3
> CCN(CC)c1ccc(/C=N/NS(=O)(=O)c2cccc([N+](=O)[O-])c2)cc1
 : 5.6	-6.8
> Cc1ccc(S(=O)(=O)NC(=O)C2(C)CCN2C(=O)c2ccc(C(F)(F)F)nc2C)cc1 (stereo not given)
 : -4.9	1.5
> N#CC1C(=O)NC(=O)CC12CCCCC2 (stereo not given)
 : -1.3	-14.6
> O=C(Cc1ccc([N+](=O)[O-])cc1)N1CCCc2ccccc21
 : -0.8	-8.9
> Cc1noc(C)c1COC(=O)c1cc(S(=O)(=O)N2CCOCC2)ccc1Cl
 : -12.4	-4.9
> Cc1oc(-c2ccccc2F)nc1CS(=O)CC(=O)NC1CCCCC1 (stereo not given)
 : 1.8	-4.6
> O=C(O)C1CCCC[C@H]1C(=O)Nc1ncc([N+](=O)[O-])s1 (stereo not given in full)
 : 9.9	-11.5
> CN(C(=O)c1cccc(NC(=O)Cc2ccc(NC(=O)C3CCN(C(=O)C4CCC4)CC3)cc2)c1)C1CCCCC1
 : -14.5	7.3

# (cont.)
# Under each structure – H9c2 TAG inh	H9c2 TAG inh DAPI viability
> O=C(c1nc[nH]c1C(=O)N1CCc2ccccc2C1)N1CCc2ccccc2C1
 : -4.4	-12.8
> CCOC(=O)c1ccccc1OC(=O)Oc1ccccc1C(=O)OCC
 : 1.4	7.7
> COC(=O)c1sc(=S)n(Cc2ccccc2)c1C
 : -4.2	1.5
> CCOC(=O)C1(CCc2ccccc2)CCN(C(=O)CCc2cnn(C)c2)CC1
 : 21.8	3.6
> CN(CC(=O)Nc1ccc(Cl)c(Cl)c1)C(=O)c1cccc2cccnc12
 : -12.5	0.8
> Cc1ccc(S(=O)C(c2ccccc2)c2ccccc2)cc1 (stereo not given)
 : -1.3	9.5
> Cc1ccc(C)c(NC(=O)CN(C)C(=O)[C@@H](NC(N)=O)C(C)C)c1
 : 0.2	11.4
> C/C(=N\NC(=O)CCC(=O)O)c1c(-c2ccccc2)c2cc(Br)ccc2[nH]c1=O
 : 2.5	-0.9
> CNC(=O)c1ccc(OCc2ccccc2)c(OC)c1
 : 9.8	1.1
> CN1CC2=Cc3ccccc3OC23Oc2ccccc2C=C3C1
 : 9.9	1.0
> COc1ccc(CCNC(=O)C2CCN(S(=O)(=O)c3ccc(C)cc3)CC2)cc1OC
 : -8.4	-5.9
> CCCN(CC(=O)Nc1ccccc1C)C(=O)c1oc2ccc(OCC)cc2c1C
 : 21.5	-2.2
> O=[N+]([O-])c1ccc(N2CCNCC2)cc1Sc1nc2ccccc2[nH]1
 : 19.8	3.8
> Cc1ccc([C@H]2C[C@@H](n3cc(-c4ccc(F)cc4)nn3)[C@H](O)CN2C(=O)C2CCCCC2)cc1
 : 14.2	-0.3
> CC(=O)NC(c1ccccc1)c1nc(-c2cccnc2)cs1 (stereo not given)
 : -14.6	-0.3

# Whole records, quoted from the list. Values in the order: H9c2 TAG inh | H9c2 TAG inh DAPI viability
# `COC(=O)c1sc(=S)n(Cc2ccccc2)c1C` is listed with -4.2 | 1.5
# `O=[N+]([O-])c1ccc(N2CCNCC2)cc1Sc1nc2ccccc2[nH]1` is listed with 19.8 | 3.8
# `Cc1ccc(C)c(NC(=O)CN(C)C(=O)[C@@H](NC(N)=O)C(C)C)c1` is listed with 0.2 | 11.4

# Further structures:
# Under each structure – H9c2 TAG inh	H9c2 TAG inh DAPI viability
> CCCCC1=CC2=CC(=O)C(C)(OC(=O)CC)C(=O)C2=CN1CCc1c[nH]c2ccccc12 (stereo not given)
 : 12.2	-2.3
> O=C(COC(=O)CNC(=O)c1ccco1)Nc1ccc(F)cc1
 : 7.6	1.7
> O=C(O)C1CCC1C(=O)Nc1nc(-c2ccc(Cl)s2)cs1 (stereo not given)
 : 8.3	-4.4
> CC(C)CNC(=O)CN1C(=O)NC(Cc2c[nH]c3ccccc23)C1=O (stereo not given)
 : 17.2	19.5
> Cn1cccc1/C=C1\SC(=O)N(CC(=O)Nc2ccc(F)cc2)C1=O
 : -9.3	-6.9
> CC1(C(=O)NC2CCCCC2)CCC(=O)N1Cc1cccnc1 (stereo not given)
 : -1.9	-8.3
> CCCCCCN1C[C@H](O)[C@@H](n2cc(COC(=O)c3ccccc3)nn2)C[C@@H]1c1ccc(Cl)cc1
 : 11.0	7.6
> CCOC(=O)N1CCN(c2nc3ccc(C(=O)c4ccccc4)cc3n3cnnc23)CC1
 : 25.2	-10.5
> Cc1ccc(S(=O)(=O)NCCc2ccncc2)cc1
 : -3.5	3.1
> Cc1ccc(S(=O)(=O)N2CCCCC2CCNC(=O)C(=O)NCCc2ccco2)cc1 (stereo not given)
 : 36.6	-29.0
> CSCCC1NC(=O)C(C(C)=NNC(N)=O)=C1O (stereo not given)
 : 6.3	-0.6
> COCCNC(=O)c1ccc(NC(=O)C2(c3ccccc3)CCCC2)cc1
 : -11.3	-1.3
> COc1ccc(-c2cn(-c3ccc(C)cc3)c(=O)n2CC(=O)Nc2ccc(OC)cc2OC)cc1
 : 20.7	-5.4
> COc1ccc(-c2[nH]ncc2CN(C)Cc2c(C)n[nH]c2C)c(OC)c1
 : -1.1	-2.6
> O=C(COC(=O)c1ccc(S(=O)(=O)N2CCCC2)cc1)Nc1cccnc1Cl
 : -6.2	-0.7
> CC(C)N1CC(O)=C(c2nc3ccccc3c(=O)[nH]2)C1=N
 : -10.2	0.5
> CC(C)[C@@H]1N[C@]2(C(=O)Nc3ccccc32)[C@@H]2C(=O)N(c3cccc(C(F)(F)F)c3)C(=O)[C@@H]21
 : 1.2	9.0
> Cn1c(CC(=O)Nc2ccc(F)cc2)c(Sc2ccccc2)c2ccccc21
 : 11.5	-5.3
> Cc1nc2ccccn2c1C(=O)/C=C/c1ccc(F)cc1
 : -0.6	-5.4
> CCOC(=O)c1csc(-c2ccc([N+](=O)[O-])cc2)n1
 : -7.0	2.7
> O=C1OC(CCl)CN1Cc1ccc([N+](=O)[O-])cc1 (stereo not given)
 : 5.8	-2.0
> C=CCNc1nc(C(=O)OCC(=O)c2ccc(OC)cc2OC)cs1
 : -12.3	-0.1
> CC(=O)COc1cc(C)cc2oc(=O)cc(-c3ccccc3)c12
 : -9.8	8.9
> Cc1cc(OCCCC(=O)NCCc2nnc3ccccn23)ccc1Cl
 : 12.2	-4.5
> COc1ccc(S(=O)(=O)N2CCN(C(=O)c3c(C)nn(-c4ccccc4)c3C)CC2)cc1
 : -5.5	6.7
> O=C(c1cccc(Br)c1)N1CCN(S(=O)(=O)N2CCCCCC2)CC1
 : -8.9	-1.9
> Nn1c(SCC(=O)NC2CCCCC2)nnc1-c1ccc(Cl)cc1
 : 7.3	7.3
> CCCC(=O)NC(=S)Nc1cccc(-c2nc3ncccc3o2)c1
 : -7.0	6.5
> Cc1cc(C)cc(C(=O)NC(CC(N)=O)c2ccc(N3CCN(C)CC3)c([N+](=O)[O-])c2)c1 (stereo not given)
 : -17.6	5.4
> CC(C)COc1ccc(N)cc1OCC(C)C
 : 18.7	-7.7
> CC(=O)OC[C@H]1COc2ccc3ccccc3c2[C@H]1N(C)C(C)=O
 : 2.6	11.6
> Cn1c(=O)[nH]c(=O)c2c1nc(NCCCO)n2CCOc1ccccc1
 : -1.7	-5.3
> C#CCOc1ccc(/C=C2/C(=O)NN(c3ccccc3)C2=O)cc1OC
 : -5.8	1.6
> O=C(Nc1ccc(F)c(Cl)c1)c1cc(C2CCCN(S(=O)(=O)c3cccc4cccnc34)C2)on1 (stereo not given)
 : 13.0	-5.9

# Among those listed so far, three have a thiophene ring, fused or not:
# Under each structure – H9c2 TAG inh	H9c2 TAG inh DAPI viability
> CCCn1c(NC(=O)C2CCN(S(=O)(=O)c3cccs3)CC2)nc2ccccc21
 : 17.6	-1.9
> Cc1cccc(NC2=C/C(=N/S(=O)(=O)c3cccs3)c3ccccc3C2=O)c1
 : 90.5	-55.0
> O=C(O)C1CCC1C(=O)Nc1nc(-c2ccc(Cl)s2)cs1 (stereo not given)
 : 8.3	-4.4

# Only part of the results is shown; rates above refer to the full screens.
